Screening results deposited in PubChem by National Center for Advancing Translational Sciences (NCATS).
PTHR1 agonist = agonists of human PTHR1 parathyroid hormone receptor. Q03431. HEK293 GP2 PTHR1 cells, GloSensor cAMP luminescence, 1 h. AID 743266. hit rate 0.075% among 410,000. Potency, µM (highest dose often 115 µM), for the others: at the highest dose activation, actives largely listed as activators; also: potency is read from the fitted curve at half-maximal effect; nearly all actives have a fitted effect of over 55% in size; some results filed as inactive show a strong effect at the top dose; inactives centre near -15; many of its hits are not listed in these tables
Target sequence (Q03431 whole entry, looked up): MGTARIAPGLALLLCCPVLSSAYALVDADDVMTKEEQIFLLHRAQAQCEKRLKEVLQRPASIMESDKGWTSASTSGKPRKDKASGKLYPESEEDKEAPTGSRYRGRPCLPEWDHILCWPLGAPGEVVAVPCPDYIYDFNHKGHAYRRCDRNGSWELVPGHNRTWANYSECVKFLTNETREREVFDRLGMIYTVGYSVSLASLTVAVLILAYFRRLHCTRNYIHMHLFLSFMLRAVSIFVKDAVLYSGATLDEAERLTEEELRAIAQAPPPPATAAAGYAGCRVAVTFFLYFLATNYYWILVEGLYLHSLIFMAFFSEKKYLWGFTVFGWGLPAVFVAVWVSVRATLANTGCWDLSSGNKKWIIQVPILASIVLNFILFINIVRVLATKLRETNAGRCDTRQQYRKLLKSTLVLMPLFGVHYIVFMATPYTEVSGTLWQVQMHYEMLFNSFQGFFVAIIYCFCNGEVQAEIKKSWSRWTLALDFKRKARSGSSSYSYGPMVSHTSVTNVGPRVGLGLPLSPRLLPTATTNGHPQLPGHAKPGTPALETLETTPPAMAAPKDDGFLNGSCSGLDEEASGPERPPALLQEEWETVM
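HEK-293-derived GP2 cells expressing PTHR1 and a GloSensor cAMP reporter, 3,000/well, plated overnight, given luciferin plus IBMX (each 0.5 mM as added) for 1 h at 37 °C, then compound for 1 h at 37 °C. Luminescence was read after 15 min at room temperature.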
GLP-1R inv ag = inverse agonists of human GLP-1 receptor; P43220; HEK293 GLP-1R CRE-luciferase, luminescence, 24 h; GLP-1R form is constitutively active; Potency, µM (highest dose often 38.3 µM), for the others: at the top dose activity change, negative = inhibition, actives largely listed as inhibitors; hit rate 1.6% among 410,000; AID 624417; also: potency is read from the fitted curve at half-maximal effect; % is scaled to controls: 0 for no effect and ±100 for the full control effect; nearly all actives have a fitted effect of over 55% in size
Target sequence (P43220 whole entry, looked up): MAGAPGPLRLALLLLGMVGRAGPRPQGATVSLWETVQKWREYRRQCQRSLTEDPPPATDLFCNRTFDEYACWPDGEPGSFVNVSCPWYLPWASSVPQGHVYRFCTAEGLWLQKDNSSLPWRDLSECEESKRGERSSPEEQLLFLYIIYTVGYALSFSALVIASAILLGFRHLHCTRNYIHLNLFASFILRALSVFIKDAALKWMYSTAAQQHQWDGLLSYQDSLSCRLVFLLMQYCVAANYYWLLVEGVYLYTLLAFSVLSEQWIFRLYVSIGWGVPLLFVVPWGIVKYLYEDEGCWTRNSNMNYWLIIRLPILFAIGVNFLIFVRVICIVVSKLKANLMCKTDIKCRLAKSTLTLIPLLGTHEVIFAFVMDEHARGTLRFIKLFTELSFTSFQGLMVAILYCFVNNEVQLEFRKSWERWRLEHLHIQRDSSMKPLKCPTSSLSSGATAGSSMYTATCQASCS
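qHTS in 1536-well format: reporter HEK293 cells expressing constitutive GLP-1R activity in DMEM + 10% Nu serum, 24 hr with compounds at 37 deg C, luminescence read after 12 min with detection reagent.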
DRD3 antagonist = D3 dopamine receptor (human) antagonism; P35462; D3R cells, DiscoveRx beta-arrestin luminescence, antagonist mode; stronger effect = lower value; max response, negative = inhibition, %; hit rate 2.5% among 360,000; AID 652054; in the data active = max response below about -50%; inconclusive = no clear call, values can overlap the other calls; also: % is scaled to controls: 0 for no effect and ±100 for the full control effect; mostly tested at two doses, the higher about 12 µM
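Cells plated overnight at 1500 cells/well, then exposed to library compounds with dopamine controls for 90 minutes at 37 degrees C. DiscoveRx reagent added for 30–60 minutes at room temperature; luminescence read, quantitative HTS format.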
aSyn yeast inh = inhibitors of alpha-synuclein toxicity in yeast; Potency, µM (doses to about 46.1 µM), for the others: at the highest dose growth rescue (activation), actives largely listed as activators; Yeast expressing alpha-synuclein, growth rescue, BacTiter-Glo, 24 h; hit rate 0.14% among 370,000; AID 652106; also: potency is read from the fitted curve at half-maximal effect; % of control where 0% means no effect; nearly all actives have a fitted effect of over 65% in size
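Rescue of yeast growth: cells expressing toxic alpha-synuclein, induced in galactose at OD600 0.02, incubated with compound 24 h at 30 C. ATP luminescence quantified growth; inhibitors of toxicity appear as activators.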
DRD3 agonist = D3 dopamine receptor (human) agonism; P35462; D3R DiscoveRx beta-arrestin cells, luminescence, 90 min; max activation, %; hit rate 0.58% among 410,000; in the data active = max activation above about 30%; also: 0% is about no effect; mostly tested at two doses, the higher about 12 µM
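Cells at 1500/well, incubated overnight, then treated with pinned compounds (dopamine as control) for 90 min at 37 degrees C. DiscoveRx reagent added for 30 - 60 minutes at room temperature; luminescence read.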
GLP-1R agonist = agonists of human GLP-1 receptor. HEK293 GLP-1R CRE-luciferase, luminescence, 4-6 h; cells express a hypersensitive GLP-1R form. hit rate 0.007% among 380,000. Potency, µM (series often up to 45.6 µM), without a hit: at the top dose activation, most hits filed as activators. AID 624172; also: potency is read from the fitted curve at half-maximal effect; % of control where 0% means no effect
KB-V1 cytotox = kills drug-selected multidrug resistant KB-V1 cells. KB-V1 MDR cells viability, CellTiter-Glo, 72 h. Potency, µM (top dose mostly 46.1 µM), inactives show at the highest dose activity change, negative = cytotoxicity, usual class: cytotoxic. hit rate 3.4% among 400,000. AID 1347076; also: potency is read from the fitted curve at half-maximal effect; % is scaled to controls: 0 for no effect and ±100 for the full control effect; nearly all actives have a fitted effect of over 60% in size
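Cells of the MDR subline KB-V1 are plated, dosed with compound at multiple concentrations, and incubated 72 h at 37 degrees C; CellTiter-Glo is then added and luminescence read after 10 min.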
TDP-43 yeast inh = TDP-43 toxicity inhibition in yeast | TDP-43 expressing yeast growth rescue, BacTiter-Glo, 24 h | Potency, µM (highest dose often 46.1 µM), without a hit: top-dose growth rescue (activation), hits mostly activators | hit rate 1.8% among 410,000 | AID 652104; also: potency is read from the fitted curve at half-maximal effect; % of control where 0% means no effect; nearly all actives have a fitted effect of over 50% in size
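Yeast cells expressing TDP-43 under galactose induction are exposed to compounds for 24 hr at 30 deg C. BacTiter-Glo luminescence measures growth, so protective compounds score as activators.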
HEK293 tox = cytotoxic in the GLP-1 receptor inverse agonist counter-screen; HEK293 cAMP-luciferase reporter cells, luminescence, 24 h; Potency, µM (series often up to 38.3 µM), for the others: at the highest dose activity change, negative = inhibition, most hits filed as inhibitors; hit rate 0.13% among 410,000; AID 624418;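 also: loss of luciferase light is scored as toxicity; potency is read from the fitted curve at half-maximal effect; % is scaled to controls: 0 for no effect and ±100 for the full control effect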
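A 23 nL compound transfer followed 12 hours of cell culture at 37 deg C; exposure then lasted 24 hr. Luciferase assay detection reagent was dispensed and plates read for luminescence after a 12 min room-temperature wait.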
Starred values were filed as active, the others as inactive; i = inactive; ? = inconclusive; . = no result given; [ ] = remark or other dose. Unless noted, calls follow the shape of the dose curve; as a rule, active = well fitted curve in the direction sought with a large enough effect; inconclusive = small, poorly fitted or top-dose-only effect, or another doubt; inactive = no such curve, though single readings can be large; an effect the other way counts as inactive or inconclusive. A portion of the library; count on the stated rates, not on these rows.

Structure	DRD3 antagonist	PTHR1 agonist	KB-V1 cytotox	TDP-43 yeast inh	GLP-1R agonist	DRD3 agonist	aSyn yeast inh	HEK293 tox	GLP-1R inv ag
COc1ccc(NC(=O)C2CCCN(S(=O)(=O)c3ccc4c(c3)CCCC(=O)N4)C2)c(OC)c1 (stereo not given)	.	-21%	-16%	18%	21%	3	-6%	-14%	-6%
Cc1cccc(C)c1NC(=O)CN(C)C(=O)c1cccc(S(=O)(=O)N2CCN(C)CC2)c1	-15	i	7%	-25%	1%	5	-14%	6%	0%
CCN(CC)CCCn1c(=S)[nH]c2ccc(Cl)cc2c1=O	-16	i	7%	-17%	-2%	-23	1%	0%	-5%
CC(C)NC(=O)c1cc(C2CCCCN2C(=O)c2ccc(C(C)C)cc2)on1 (stereo not given)	0	-10%	-23%	-2%	3%	-3	-8%	5%	?
COc1ccccc1NS(=O)(=O)c1ccc(O)c(NC(=S)NCC2CCCO2)c1 (stereo not given)	4	i	-3%	0%	10%	6	-2%	-13%	1%
COC(=O)c1[nH]c2cc(OC)ccc2c1NC(=O)CN1CCC(C(N)=O)(N2CCCCC2)CC1	-9	i	-25%	12%	-4%	1	1%	-7%	2%
CC(NC(=O)COC(=O)CCC(=O)c1ccc(Cl)cc1)c1ccccc1 (stereo not given)	25	i	9%	-47%[inhibitor]	4%	14	6%	-9%	5%
CCn1ccnc1CN(C)Cc1nc(-c2ccc3c(c2)OCO3)no1	-1	-4%	3%	-1%	0%	1	1%	-6%	7%
C[C@H](CO)N1C[C@H](C)[C@@H](CN(C)S(=O)(=O)c2cn(C)cn2)Oc2ccc(NC(=O)C3CCCCC3)cc2C1=O	20	-4%	5%	3%	8%	19	2%	-2%	16%
CN(c1ccc(OCC(=O)N2CCOCC2)cc1)S(=O)(=O)c1ccc(F)cc1	4	i	-1%	5%	4%	5	0%	-7%	0%
CCOC(=O)c1cc(-c2ccccc2)n(-c2cccc(C(=O)Nc3cccc(C(C)=O)c3)c2)c1C	.	-40%	6%	8%	.	5	.	-26%	5.6µM*
COC(=O)CNC(=O)c1c(-c2c(Cl)cccc2Cl)noc1C	8	-18%	3%	0%	-7%	12	-4%	4%	12%
COC(=O)c1sc(S(=O)(=O)NCC(=O)O)c(C(=O)OC)c1C	0	i	?	-7%	-2%	-1	0%	-4%	4%
O=C(NCc1cccc(C(F)(F)F)c1)c1cccc(Cl)c1Cl	-19	i	-14%	1%	0%	2	19%	1%	?
CCC1CCCCN1CCCNC(=O)Cn1cnc2sc(C)c(S(=O)(=O)N3CCC(C)CC3)c2c1=O (stereo not given)	7	-7%	11%	2%	0%	-4	0%	1%	12%
Cc1ccccc1C(=NC(=O)c1ccccc1)c1ccccc1	-12	i	-6%	13%	-13%	-2	11%	-2%	?
N#CCC(=O)Nc1ccc(C(=O)OCC(=O)Nc2ccc3ccccc3c2)cc1	-15	i	?	20%	10%	1	-9%	-17%	-2%
Cc1cc(C)c(NC(=O)CNC(=O)c2ccccc2SCC(=O)N2CCCC2)c(C)c1	-4	-17%	25%	13%	8%	-1	-10%	2%	15%
CC(C)S(=O)(=O)c1csc(C(=O)NN)c1Cl	-17	-7%	-1%	-6%	9%	-20	-6%	-6%	3%
COc1ccc(-n2ccn(CC(=O)Nc3ccc(OC)cc3OC)c(=O)c2=O)cc1	10	i	-11%	-1%	-2%	-15	9%	-5%	22%

Molecules listed so far containing an NH in an aromatic ring (two):
Structure	DRD3 antagonist	PTHR1 agonist	KB-V1 cytotox	TDP-43 yeast inh	GLP-1R agonist	DRD3 agonist	aSyn yeast inh	HEK293 tox	GLP-1R inv ag
CCN(CC)CCCn1c(=S)[nH]c2ccc(Cl)cc2c1=O	-16	i	7%	-17%	-2%	-23	1%	0%	-5%
COC(=O)c1[nH]c2cc(OC)ccc2c1NC(=O)CN1CCC(C(N)=O)(N2CCCCC2)CC1	-9	i	-25%	12%	-4%	1	1%	-7%	2%

Look-ups from the results shown:
COc1ccc(-n2ccn(CC(=O)Nc3ccc(OC)cc3OC)c(=O)c2=O)cc1 | HEK293 tox: -5%
COC(=O)CNC(=O)c1c(-c2c(Cl)cccc2Cl)noc1C | HEK293 tox: 4%
Cc1ccccc1C(=NC(=O)c1ccccc1)c1ccccc1 | GLP-1R agonist: -13%
COc1ccccc1NS(=O)(=O)c1ccc(O)c(NC(=S)NCC2CCCO2)c1 (stereo not given) | TDP-43 yeast inh: 0%
COc1ccc(NC(=O)C2CCCN(S(=O)(=O)c3ccc4c(c3)CCCC(=O)N4)C2)c(OC)c1 (stereo not given) | TDP-43 yeast inh: 18%
O=C(NCc1cccc(C(F)(F)F)c1)c1cccc(Cl)c1Cl | aSyn yeast inh: 19%
CC(C)S(=O)(=O)c1csc(C(=O)NN)c1Cl | GLP-1R inv ag: 3%

The results go on.
Structure	DRD3 antagonist	PTHR1 agonist	KB-V1 cytotox	TDP-43 yeast inh	GLP-1R agonist	DRD3 agonist	aSyn yeast inh	HEK293 tox	GLP-1R inv ag
COC(=O)c1cn(NC(=O)c2ccncc2)c(=O)c2ccccc12	26	26%[57.5 µM]	-12%	13%	-5%	1	13%	48%[activator]	7%
Cc1cccc(C(C(N)=O)c2ncc(C(F)(F)F)cc2Cl)c1 (stereo not given)	-24	i	7%	-23%	2%	-13	-5%	-6%	-3%
Cc1cc(=O)oc2cc(OC(C(=O)O)c3ccccc3)ccc12 (stereo not given)	-7	i	12%	-6%	0%	1	-3%	-17%	-15%
CCOc1cc(CO)cc(Br)c1OCC(=O)O	17	-14%	-6%	-12%	-3%	2	-5%	-3%	0%
O=C(CSc1nnc(-c2ccccn2)o1)Nc1ccccc1Cl	-19	4%	-28%	24%	13%	3	7%	0%	?
COC(=O)c1cc(S(=O)(=O)N2CCN(Cc3ccccc3)CC2)cn1C	5	i	-14%	14%	5%	0	7%	4%	-5%
O=C1c2ccccc2C(Nc2ccccc2)N1Cc1ccc2c(c1)OCO2 (stereo not given)	5	-16%	-2%	?	21%	6	5%	-7%	?
CCOc1ccccc1NC(=O)c1nc(SC(C)C)ncc1Cl	.	0%	-42%	2%	.	-4	.	20%	-6%
COc1ccccc1COCC(O)CN1CCCCC1CO (stereo not given)	16	i	0%	9%	-3%	-2	3%	-1%	2%
COC(=O)c1cccc(NC(=S)N2CCN(C)CC2)c1	16	-1%	22%	11%	-8%	10	-4%	0%	11%
O=C(O)/C=C/c1cn(-c2ccccc2)nc1-c1cc2ccccc2oc1=O	17	i	3%	-4%	-1%	3	1%	-1%	17%
CCOC(OCC)c1nc(N)[nH]c(=O)c1CCCCc1ccccc1	2	i	10%	-14%	13%	6	-5%	0%	?
CCCNC(=O)Cc1ncn[nH]1	-10	i	16%	0%	-10%	2	6%	-2%	2%
CC1CCc2cc(F)cc3c(O)c(C(=O)NCC4CCCO4)c(=O)n1c23 (stereo not given)	41	i	?	-25%	0%	2	4%	-13%	?
Cc1ccc(SCCC(=O)Nc2ccccc2C(=O)NC(C)C)cc1	3	-6%	2.9µM*	4%	6%	-2	1%	65%[activator]	?
C[C@@H]1CN([C@@H](C)CO)C(=O)Cc2cc(NS(=O)(=O)c3ccccc3)ccc2O[C@H]1CN(C)Cc1ccncc1	-7	-22%	2%	7%	0%	-3	-8%	2%	15%
NS(=O)(=O)c1ccc(CCNCC(=O)NCc2ccccc2Cl)cc1	2	i	0%	-9%	2%	-14	?	5%	11%
CCN(C1CCCCC1)S(=O)(=O)c1ccc(S(=O)(=O)N2CCN(CCC#N)CC2)cc1	-53*	-37%[inhibitor]	12%	?	-5%	-3	5%	3%	-16%
CCOc1ccccc1NC(=O)N1CCN(S(=O)(=O)c2ccc3c(ccn3C)c2)CC1	.	-1%	-16%	15%	1%	4	.	-6%	1%
COc1ccc(CCNC(=O)c2cc(C)oc2C)cc1	-10	-3%	-6%	26%	12%	-4	8%	0%	-11%
COc1ccc(C(=O)c2ccc(CC#N)s2)cc1	15	-3%	?	19%	3%	3	4%	?	-10%
COc1ccc(C2(O)C(=O)Nc3ccc(C)cc32)cc1 (stereo not given)	14	-3%	?	11%	8%	3	6%	-4%	11%
CCC(C)NC(=O)C1c2ccccc2Oc2ccccc21 (stereo not given)	-23	i	7%	-7%	6%	-4	?	-3%	-21%
COc1ccc2c(CNCCc3cccs3)c(C(=O)O)n(Cc3ccc(F)cc3Cl)c2c1	.	-44%[inhibitor]	.	-1%	.	-45	.	2%	-15%
CCC1=C2CC[C@H]3C(=O)N(CC)C(=O)[C@H]3[C@H]2[C@@]2(Cc3ccccc3)C(=NCCOC)OC(=O)N2C1=O	0	-10%	2%	3%	-1%	-8	0%	-6%	14%
O=C(NCc1ccc2c(c1)OCO2)c1cc2c(s1)CS(=O)(=O)C2	-163*	?	-4%	-26%	16%	0	-1%	3%	0%
